Compound activity: PubChem BioAssay, several laboratories
M4 antag: CHRM4 antagonism in calcium assay; AID 624125; CHO-hM4 cells, ACh EC80, Fluo-8 calcium fluorescence; inhibition, % at 3 µM; P08173; hit rate 0.73% among 360,000;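 active = inhibition above its plate's cutoff, the mean inhibition of sample wells plus 3 SD, cut at about 27% in these data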;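 also: 0% = acetylcholine EC80 with DMSO and 100% = DMSO without agonist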
M1 PAM: human CHRM1 positive allosteric modulation. CHO-K1 hM1, Fluo-8 calcium fluorescence, ACh EC20; 0% = ACh EC20, 100% = maximal ACh. activation, % at 3 µM. hit rate 0.088% among 360,000; in the data active = activation above about 19%, passing the limit was not always enough
Target sequence (P11229 whole entry, looked up): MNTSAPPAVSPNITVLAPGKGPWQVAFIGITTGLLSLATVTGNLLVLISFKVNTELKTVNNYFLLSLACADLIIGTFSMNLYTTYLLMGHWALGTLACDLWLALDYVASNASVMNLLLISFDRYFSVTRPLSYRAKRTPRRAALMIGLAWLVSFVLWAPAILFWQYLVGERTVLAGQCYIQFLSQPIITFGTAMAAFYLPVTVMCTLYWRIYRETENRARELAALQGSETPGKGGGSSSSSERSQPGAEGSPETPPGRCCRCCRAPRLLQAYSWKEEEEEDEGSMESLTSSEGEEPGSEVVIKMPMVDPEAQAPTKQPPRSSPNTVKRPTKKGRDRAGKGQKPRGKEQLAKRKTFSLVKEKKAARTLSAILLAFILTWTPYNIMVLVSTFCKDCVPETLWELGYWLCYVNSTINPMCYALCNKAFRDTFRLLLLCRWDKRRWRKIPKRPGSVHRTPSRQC
M5 ag: agonists of human muscarinic M5 receptor (CHRM5) | P08912 | CHO-K1 hM5 cells, Fluo-8 calcium fluorescence; 0% DMSO wells, 100% maximal acetylcholine response | activation, % at 3 µM | hit rate 0.19% among 360,000;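 active = activation above the run's mean over test compounds plus 3 SD, cut at about 23% in these data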;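 also: signal is peak over basal fluorescence ratio across the kinetic read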
Target sequence (P08912 whole entry, looked up): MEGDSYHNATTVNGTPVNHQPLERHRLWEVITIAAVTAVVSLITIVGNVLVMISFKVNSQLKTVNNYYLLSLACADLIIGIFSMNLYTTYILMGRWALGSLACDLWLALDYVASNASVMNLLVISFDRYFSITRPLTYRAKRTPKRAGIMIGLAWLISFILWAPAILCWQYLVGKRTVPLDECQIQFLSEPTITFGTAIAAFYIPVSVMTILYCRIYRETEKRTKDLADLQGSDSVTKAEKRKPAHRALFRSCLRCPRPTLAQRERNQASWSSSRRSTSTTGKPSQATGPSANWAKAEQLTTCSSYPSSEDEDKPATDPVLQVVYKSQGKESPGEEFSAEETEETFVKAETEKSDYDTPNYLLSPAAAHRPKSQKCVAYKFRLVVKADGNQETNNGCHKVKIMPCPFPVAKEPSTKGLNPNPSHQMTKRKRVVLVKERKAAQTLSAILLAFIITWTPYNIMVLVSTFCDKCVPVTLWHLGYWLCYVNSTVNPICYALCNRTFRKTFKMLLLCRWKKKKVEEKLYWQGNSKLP
CHRM4 agonist: CHRM4 agonism in calcium assay. P08173. CHO-K1 hM4/Gqi5, Fluo-8 calcium fluorescence; vehicle 0%, full acetylcholine response 100%. activation, % at 3 µM. hit rate 0.14% among 360,000;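 active = activation above the run mean over all test wells plus 3 SD, cut at about 32% in these data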;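 also: peak over basal fluorescence ratio per well then scaled between controls; 0% = DMSO wells and 100% = acetylcholine at EC100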
M5 PAM: CHRM5 positive allosteric modulation; P08912; CHO-K1 hM5, Fluo-8 calcium, ACh EC20 PAM; 0% = ACh EC20, 100% = ACh EC100; activation, % at 3 µM; hit rate 0.3% among 360,000;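 active = activation above the run cutoff, the mean activation of all test compounds plus 3 SD, cut at about 18% in these data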
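Assay system: CHO-K1 hM5 cells / Incubation: Fluo-8 loading 80 min at 37 °C plus 30 min room temperature / Technique: Fluo-8 calcium dye fluorescence, kinetic read / Repeats: single replicate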
CRFBP-R2 agonist: agonists of human CRF-binding protein/CRF-R2 receptor complex; hit rate 0.46% among 350,000; activation, % at 13.2 µM; HEK293 CRF-R2/CRF-BP, calcium dye fluorescence (FLIPR); percent of saturating CRF peptide response;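 active = activation of at least 50%, plus an integration ratio under a set limit after plate pattern correction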;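 also: plate controls were neutral control wells without compound for no effect and CRF at EC100 for full effect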
M4 PAM: positive allosteric modulators of human muscarinic M4 receptor | activation, % at 3 µM | P08173 | CHO-K1 hM4/Gqi5, Fluo-8 calcium fluorescence, ACh EC20; 0% = ACh EC20, 100% = maximal ACh | AID 624126 | hit rate 0.4% among 360,000;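 active = activation above its plate's cutoff, the mean activation of sample wells plus 3 SD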; also: some results filed as inactive read as strong as hits
CHRM1 antagonist: antagonists of human M1 muscarinic receptor; P11229; CHO-K1 hM1, Fluo-8 calcium fluorescence, ACh EC80 antagonist; inhibition, % at 3 µM; hit rate 1.3% among 360,000;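 active = percent inhibition above its own plate's cutoff, namely the mean of that plate's compound wells plus 3 SD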;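 also: peak over basal fluorescence ratio during 140 s after agonist addition; 0% = ACh EC80 plus DMSO and 100% = DMSO alone without agonist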
M5 antag: blocks acetylcholine activation of human M5 receptor. inhibition, % at 3 µM. AID 624040. CHO-hM5 cells, Fluo-8 calcium fluorescence, ACh EC80. P08912. hit rate 0.59% among 360,000;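 active = inhibition above a per-plate cutoff, the mean of that plate's test compounds plus 3 SD, cut at about 27% in these data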;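 also: 0% = acetylcholine EC80 with DMSO and 100% = DMSO without agonist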
Numbers without * were called inactive; / = not tested or not shown.

SMILES	M4 antag	M1 PAM	M5 ag	CHRM4 agonist	M5 PAM	CRFBP-R2 agonist	M4 PAM	CHRM1 antagonist	M5 antag
C(/CCc1ccccc1)=N\Nc1nc2ccccc2[nH]1	-8.4	-2.3	-5.3	0.8	3.7	-1.8	-3.9	8.1	2.6
CCc1nnc(NC(=O)c2oc3ccccc3c2COC(C)C)s1	-3.1	-5.5	3.4	0.9	9.6	0.4	-0.2	4.6	0.0
CCOc1cc(/C=N\NC(=O)c2ccc(NC(=O)C(C)(C)C)cc2)ccc1OC(=O)c1cccc(C)c1	-1.5	-0.5	3.8	4.5	-6.4	1.1	1.3	10.3	6.0
Cc1ccc(C(=O)NC(=S)NNC(=O)c2cccc([N+](=O)[O-])c2)cc1	-2.1	1.1	-1.4	1.0	-5.4	79.3*	1.3	-5.0	10.0
CC(=O)N1CCN=C1SCc1ccc(C)cc1	-6.6	14.8	0.9	0.3	-2.0	-0.1	6.9	-1.9	-1.3
CCOc1ccc2nc(CN3CCN(Cc4ccccc4OCC)C(CCO)C3)ccc2c1 (centres undefined)	1.8	-0.9	-1.1	0.9	1.9	2.3	1.3	-7.9	1.5
Cc1ccccc1NC(=O)c1ccc(Cl)c(NC(=O)c2ccncc2)c1	6.7	1.4	0.6	2.3	6.2	1.1	6.4	-8.1	-5.7
CCC(C)NC(=O)COc1ccccc1[N+](=O)[O-] (centres undefined)	-1.4	3.7	-5.9	1.2	2.9	0.6	0.1	-1.9	-2.6
CCN(CC)c1ccc(S(=O)(=O)N2CCOCC2)cc1NC(=O)COC(=O)C1=COCCO1	-10.4	5.0	-0.7	3.9	-0.1	-0.3	-2.6	-3.3	1.2
CCc1cccc(NC(=O)c2ccc3c(=O)n4c(nc3c2)CCCCC4)c1	-0.7	-5.2	-8.0	10.0	-10.8	-6.3	-17.5	2.2	11.2
CCOC(=O)c1cc(-c2cccc(O)c2)oc1C	1.6	/	1.3	-2.0	-2.7	/	-1.8	/	-3.4
Cc1cc(Cl)cc(C)c1OCCCCN1CCOCC1	10.3	-7.8	-5.8	1.2	-2.7	-2.3	-3.2	5.0	8.3
Cc1cccc(C)c1N1C(=O)CC(N2CCSCC2)C1=O (centres undefined)	4.7	2.3	4.0	1.1	-4.3	1.5	-3.7	-3.4	0.3
Cc1c(NC(=O)COc2c(F)c(F)c(F)c(F)c2F)c(=O)n(-c2ccccc2)n1C	-7.3	6.6	0.5	0.8	-3.1	0.5	7.7	-3.5	7.7
CN(C(=O)CCc1nc2ccccc2s1)c1ccccc1	-2.1	0.2	-0.3	1.5	-1.8	0.2	-2.5	-5.2	6.4
Nc1ccccc1-c1nnc(SCc2ccccc2Cl)[nH]c1=O	-3.6	9.8	2.8	-1.0	9.8	0.1	0.2	-5.6	-7.1
O=C(CCN1C(=O)COc2ccccc21)NCc1cccnc1	-7.3	4.2	2.9	1.5	3.3	0.0	8.1	-5.0	-1.7
Nc1nc(-c2cccs2)cs1	4.7	1.2	-0.6	0.5	-1.8	0.0	8.9	0.0	5.0
COCCCNC(=S)N1CCCN(c2nc3c(C)c(C)ccc3cc2C#N)CC1	9.2	-9.9	-0.3	1.1	-7.2	-1.4	-6.0	12.4	2.8
Cc1occc1-c1nnc(SCC(=O)NC2CC2)n1C(C)C	-12.8	9.9	-0.7	0.2	12.1	-1.2	1.4	-9.6	-3.2
CCN(CC)C(=O)CSc1nc(O)c(Cc2ccc(OC)cc2)c(=O)[nH]1	-6.0	16.6	1.6	0.6	-1.9	1.0	-2.2	-16.6	2.4
COc1ccc(C(=O)CC(=O)C(=O)Nc2cc([N+](=O)[O-])ccc2OC)cc1	1.4	2.4	0.7	0.3	-6.8	-0.4	-4.5	-6.5	7.4
COC(=O)Cn1cc(/C=C/[N+](=O)[O-])c2ccccc21	9.4	3.0	1.3	1.3	-4.6	-0.9	-9.2	1.6	9.4
CC(CCc1ccccc1)NC(=O)COC(=O)c1cccc2ccccc12 (centres undefined)	-3.9	4.2	1.5	1.3	-2.2	-1.8	1.1	-2.6	-1.2
CC(=O)N(CCO)Cc1cc2cc(C)cc(C)c2[nH]c1=O	16.3	12.0	0.1	0.6	0.2	0.6	8.1	-12.4	-0.2
Carrying on.
SMILES	M4 antag	M1 PAM	M5 ag	CHRM4 agonist	M5 PAM	CRFBP-R2 agonist	M4 PAM	CHRM1 antagonist	M5 antag
CC(C)CC1(C(=O)O)NC(c2ccccc2O)C2C(=O)N(C(C)C)C(=O)C21 (centres undefined)	-5.5	9.5	1.5	-0.1	-3.7	0.6	3.8	-10.6	-0.7
O=C(O)CCCCCN1C(=O)/C(=C/c2cn(-c3ccccc3)nc2-c2cccs2)SC1=S	3.9	3.3	3.6	1.0	2.6	9.2	-1.1	-5.3	6.1
CC(C)NC(=O)NNC(=O)c1cc(COc2cc(Cl)cc(Cl)c2)on1	-3.8	0.7	2.6	3.1	-0.3	-0.5	-4.8	3.0	1.0
CCc1ccc(NC(=O)Cn2nc(C)n3cccc3c2=O)cc1	-7.8	3.3	-1.6	1.2	8.8	-0.2	-4.6	-8.7	-10.9
COc1ccccc1-c1noc2c1C(=O)N(Cc1cn(-c3ccccc3OC)nn1)CC2	4.2	/	1.2	8.2	-8.8	/	-5.5	/	6.2
Cc1cccn(Cc2c(F)cccc2Cl)c1=O	-7.8	10.3	0.5	0.2	5.6	-1.0	2.4	-12.9	-4.9
COc1cc(C(=O)O[C@H]2C/C(C)=C/CC[C@@]3(C)O[C@@H]3[C@H](O)[C@@H]2C(C)C)cc(OC)c1OC	-2.8	2.8	3.5	10.7	-9.4	1.6	-9.8	-6.3	16.3
O=C1C(=O)c2c(C(=O)c3ccccc3)coc2-c2ccccc21	14.7	-5.7	3.8	6.1	-3.0	-0.7	-8.3	-4.5	10.4
CCOC(=O)CNC(=S)N1CCn2c(nc3ccccc32)C1	-0.2	0.1	-0.3	2.9	-4.7	0.0	11.2	-1.2	5.8
CN(C)c1ccc(/C=N/NC(=O)c2ccccn2)cc1	-8.2	0.7	8.9	10.2	-4.4	-1.1	-7.9	-1.7	7.5
COc1ccc2nc3n(c(=O)c2c1)-c1ncccc1C(=O)NC3Cc1ccccc1 (centres undefined)	-5.5	-9.2	0.5	2.9	1.8	-0.9	0.6	12.4	1.3
O=C(c1ccc(COc2ccccc2Br)o1)N1CCN(c2ccccn2)CC1	8.3	-0.4	-2.6	3.7	-13.7	-0.9	-5.7	1.9	8.8
Cc1cccc(-n2ccnc2CN2CCC(CO)(Cc3ccccc3)CC2)c1	1.5	-1.1	-2.4	0.9	-4.1	-0.9	-1.4	1.2	10.7
CN(CC(=O)Nc1ccccc1Br)C(=O)c1cccc(S(=O)(=O)N2CCc3ccccc32)c1	-1.4	1.6	-2.2	7.0	-7.5	-0.3	2.0	-3.1	5.6
COc1ccc(NC(=S)N2CCN(S(=O)(=O)c3ccccc3)CC2)cc1	-2.8	1.5	-6.1	2.3	0.6	-0.6	2.0	-6.8	1.4
C[C@H](NC(=O)[C@@H]1CCCN1C(=O)[C@@H]1CCCN1C(=O)c1ccccc1)c1ccccc1	-5.1	/	2.0	0.6	-0.3	/	0.1	/	-0.9
O=C1CN(S(=O)(=O)c2ccc(Br)cc2)c2ccccc2N1	-18.4	10.6	-2.2	1.3	5.2	0.1	9.3	-14.0	-2.0
CCC(C)[C@H]1CNC(=S)N1CCc1cccc2ccccc12 (some centres undefined)	-1.8	-1.2	-3.5	1.2	11.2	-0.4	9.7	-0.2	-6.4
NS(=O)(=O)c1ccc(CCNC(=O)CNC(=O)C2CCCCC2)cc1	-3.5	0.8	-3.7	0.3	-1.6	1.6	7.6	-14.1	2.6
COc1ccc(Nc2nc3c([nH]2)c(=O)[nH]c(=O)n3C)cc1	5.0	10.1	0.9	0.1	-3.2	-0.2	-9.1	-6.8	-7.5
O=S1(=O)c2ccc(Br)cc2N2CCC[C@@H]2CN1C1CC1	-12.3	3.7	0.3	1.1	0.2	-1.5	1.6	-16.4	-8.0
CCOC(=O)C1=NN(c2ccccc2C)C2=NC(C)=C(C(=O)OC)C(c3cccc(OC)c3)N12 (centres undefined)	11.4	9.7	-3.5	-2.8	-0.5	-1.0	-11.4	-10.2	-1.8
COCc1nnc(NC(=O)CCCOc2ccccc2OC)s1	-2.7	4.2	-4.1	-0.4	-7.4	-0.2	5.9	-6.0	2.6
O=C1N[C@@H](Cc2ccccc2)COC(=O)[C@H](Cc2ccc(F)cc2)C/C=C\C[C@H]1CC(=O)N(CCO)Cc1ccccc1	1.7	-13.3	1.4	14.4	-0.8	1.1	-9.6	19.3	1.1
C=CCN(C(=O)CN1CCOCC1)c1nc(C)c(-c2ccccc2)s1	-1.1	1.6	-1.4	-0.7	6.2	4.0	2.6	-2.9	-2.9

Entries above marked active in CRFBP-R2 agonist:
SMILES	M4 antag	M1 PAM	M5 ag	CHRM4 agonist	M5 PAM	CRFBP-R2 agonist	M4 PAM	CHRM1 antagonist	M5 antag
Cc1ccc(C(=O)NC(=S)NNC(=O)c2cccc([N+](=O)[O-])c2)cc1	-2.1	1.1	-1.4	1.0	-5.4	79.3*	1.3	-5.0	10.0

The results go on:
SMILES	M4 antag	M1 PAM	M5 ag	CHRM4 agonist	M5 PAM	CRFBP-R2 agonist	M4 PAM	CHRM1 antagonist	M5 antag
COc1ccc(S(=O)(=O)Nc2ccc(S(=O)(=O)Nc3ccc(F)cc3)cc2)cc1C	-2.3	11.8	4.9	2.8	12.3	-1.6	-1.7	-25.4	-5.4
COc1ccc(CCCc2nnc(SCC(=O)Nc3nc(C)cs3)n2C)cc1C	-7.5	4.2	-1.6	2.0	-7.3	0.2	-1.4	-13.3	-0.5
CCOC(=O)C1CCN(C(C)=C2C(=O)c3ccccc3C2=O)CC1	7.3	-7.9	3.5	-1.2	3.9	0.4	17.0*	3.0	-1.9
CCc1nc(NCc2ccccc2)c(C#N)c2c1CCCC2	-0.7	-4.3	-0.8	0.1	2.8	-0.1	7.8	-5.7	-4.7
CC(C)[C@H](NC(=O)c1ccco1)C(=O)OCC(=O)Nc1ccccc1OC(F)F	-3.5	5.6	-2.7	0.9	2.4	-6.0	2.3	-5.1	8.2
NC(=O)c1c(NC(=S)Nc2ccccc2)sc2c1CCCC2	-4.7	12.3	-1.6	2.4	-5.6	0.9	7.5	-3.7	-0.3
COc1ccccc1Cc1noc(-c2cc(Cl)ccc2OC)n1	-0.8	1.3	-1.4	0.2	-1.5	-0.1	6.0	-1.3	1.7
COc1ccc(-c2cc3nc(C)c(CCC(=O)NCc4ccc(F)cc4)c(C)n3n2)c(OC)c1	-1.1	-1.8	-4.6	-1.1	-3.2	-2.0	4.3	4.5	12.2
COCCn1c(N)c(N(Cc2ccccc2)C(=O)c2ccc3ccccc3c2)c(=O)[nH]c1=O	-4.8	14.6	0.1	1.5	5.5	0.1	9.5	-10.6	8.4

Another view of part of the listing above.
M4 antag	M1 PAM	M5 ag	CHRM4 agonist	M5 PAM	CRFBP-R2 agonist	M4 PAM	CHRM1 antagonist	M5 antag	compound
-7.5	4.2	-1.6	2.0	-7.3	0.2	-1.4	-13.3	-0.5	COc1ccc(CCCc2nnc(SCC(=O)Nc3nc(C)cs3)n2C)cc1C
7.3	-7.9	3.5	-1.2	3.9	0.4	17.0*	3.0	-1.9	CCOC(=O)C1CCN(C(C)=C2C(=O)c3ccccc3C2=O)CC1
-0.7	-4.3	-0.8	0.1	2.8	-0.1	7.8	-5.7	-4.7	CCc1nc(NCc2ccccc2)c(C#N)c2c1CCCC2
-3.5	5.6	-2.7	0.9	2.4	-6.0	2.3	-5.1	8.2	CC(C)[C@H](NC(=O)c1ccco1)C(=O)OCC(=O)Nc1ccccc1OC(F)F
